# Insulin prom inh: inhibitors of insulin promoter-driven GFP, primary screen, imaging, TRM-6 cells (human fetal islet line), eGFP reporter, cell count; reporter expression induced with tamoxifen; inhibition, % at 2 µM; actives 0.9% (n = 130,000); AID 1273, 2008;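 active = inhibition above the mean plus 3 SD, with well images judged a real hit on visual review, cut at about 60% in these data, passing the limit was not always enough; inconclusive = inhibition over the cutoff but images rejected on review; inactive = inhibition not above the cutoff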
# sdo1 growth: growth rescue of sdo1-depleted yeast, primary screen, S. cerevisiae, bone marrow failure model; AID 817, 2007; z-score at 10 µM; S. cerevisiae sdo1-depleted JHY4D growth rescue, OD600 30 h; active compounds read high; pdr5 snq2 efflux-pump mutant strain; actives 0.21% (n = 140,000);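 active = z-score above 3 at both the 24 hr and the 30 hr optical density reads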;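 also: z-score against mean and SD of all compound wells on the same plate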
# sdo1 growth Rescue 24 h: further read-out of sdo1 growth, marked with its call; z-score; S. cerevisiae sdo1-depleted JHY4D growth rescue, OD600; measured here: growth rescue at 24 h;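 0 is the plate mean of compound wells and units are plate SD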
# Starred values were filed as active, the others as inactive; i = inactive; ? = inconclusive; · = not tested or not shown. A portion of the library; rates above refer to the full screens.
cpd	SMILES	sdo1 growth	Insulin prom inh	sdo1 growth Rescue 24 h
1	CC(C)CCNC(=O)C12CN(Cc3ccccc3)CC1C(c1ccc([N+](=O)[O-])cc1)=NO2 (configuration not stated)	-0.29	22.7	1.14
2	Cc1ccc(S(=O)(=O)N2c3ccccc3OCC2C(C)(C)C)cc1 (configuration not stated)	-0.8	8.3	-0.59
3	Cc1cccc(C)c1NC(=O)N1CCC(n2c(=O)[nH]c3ccccc32)CC1	0.59	·	0.15
4	Cc1ccccc1NC(NC(=O)OCCn1c([N+](=O)[O-])cnc1C)C(Cl)(Cl)Cl (configuration not stated)	8.32*	·	5.55*
5	CCOC(=O)c1sc(SC)c(C(C)=O)c1C	0.25	-17.4	-0.27
6	C=CCOc1ccc(C2CC(C)=NN2c2ccccc2)cc1 (configuration not stated)	-0.34	0.0	-0.33
7	CC(=O)NCCn1c(SCC(=O)NC2CCCCC2)nc2ccccc2c1=O	·	-7.1	·
8	COc1ccccc1C1/C(=C(/O)c2ccc(C)cc2)C(=O)C(=O)N1CCN1CCOCC1 (configuration not stated)	1.79	·	2.31
9	O=C(Cn1nnc2ccccc2c1=O)NCc1ccco1	1.25	·	0.45
10	Cc1cn2c(N)c(C=C3C=C(Cl)C(=O)C(Cl)=C3)c(=O)nc2s1	·	41.2	·
11	CC(=O)c1cccc(NC(=O)C(CC(C)C)NC(=O)C2CCCCC2)c1 (configuration not stated)	·	6.7	·
12	O=C(CSc1nc2ccc(Cl)cc2[nH]1)NCCc1ccc(Cl)cc1	-1.78	7.7	-1.68
13	COc1ccc(-n2c(SCC(=O)Nc3ccc4c(c3)OCO4)nc3c(c2=O)SCC3)cc1	0.61	·	1.01
14	CC1(C)CC(c2nc(-c3ccc(Cl)cc3)cs2)CCS1 (configuration not stated)	-0.8	·	-1.22
15	CC1=C(C(=O)OC(C)C)C(c2cccs2)n2ncnc2N1 (configuration not stated)	0.56	·	0.82
16	CCOC(=O)C(NC(=O)c1ccc(Cl)cc1Cl)(Nc1ccc(C)cc1)C(F)(F)F (configuration not stated)	-0.86	54.0	-0.65
17	O=C(Cn1cncn1)NCc1cccc(OC(F)F)c1	·	0.0	·
18	CC1CCN(S(=O)(=O)c2cccc(-c3nnc(-c4cccnc4)o3)c2)CC1	-0.86	12.5	-1.06
19	Cn1c(NCc2c[nH]c3ccccc23)nc2ccccc21	0.49	-9.1	0.4
20	CCOC(=O)c1ccccc1NC(=O)c1ccc(F)cc1	0.06	8.1	0.13
21	COC(=O)NNC(=O)COc1ccc2ccccc2c1Br	0.08	37.0	0.16
22	COc1cccc2cc(-c3nnc(-c4ccccc4)o3)c(=O)oc12	·	14.3	·
23	CCCCC(=O)N/N=C/c1ccc(Sc2cccc3cccnc23)o1	-1.99	-1.4	-0.94
24	Cc1[nH]c2ccccc2c1C1=NNC(=Nc2ccc(F)cc2)SC1	-0.98	·	-1.33

# Individual results from the entries so far:
# Cc1[nH]c2ccccc2c1C1=NNC(=Nc2ccc(F)cc2)SC1 – sdo1 growth = -0.98
# O=C(Cn1cncn1)NCc1cccc(OC(F)F)c1 – Insulin prom inh = 0.0
# Cn1c(NCc2c[nH]c3ccccc23)nc2ccccc21 – Insulin prom inh = -9.1

# Next section:
cpd	SMILES	sdo1 growth	Insulin prom inh	sdo1 growth Rescue 24 h
25	Cc1c(Cc2ccccc2)c(=O)oc2cc(OCc3ccc(C(=O)O)cc3)ccc12	·	-66.7	·
26	Cc1ccc(/C=N/NC(=O)CNC(=O)c2ccc(S(=O)(=O)N(C)C)cc2)o1	·	22.2	·
27	CCCN1C(=O)C(O)(CC(=O)c2ccc3c(c2)OCCO3)c2ccccc21 (configuration not stated)	0.11	-11.1	-0.01
28	O=S(=O)(NCc1ccccc1)c1cccc2cccnc12	0.15	-40.5	-0.09
29	Cc1ccc(N2CC(C(=O)NC3CCSC3=O)CC2=O)cc1 (configuration not stated)	0.81	·	0.6
30	COc1ccc(CN=C2Nc3ccccc3CS2)cc1	-0.59	14.7	-0.65
31	CCN(CC)C(c1ccc(F)cc1)c1nnnn1C1CCCCC1 (configuration not stated)	-0.77	·	-0.78
32	CCN(CC)CCN1C(=O)c2ccccc2NC1c1ccc(C)cc1 (configuration not stated)	0.32	5.6	0.57
33	Cc1ccc(-c2nc3cccnc3s2)cc1NC(=O)C1c2ccccc2Oc2ccccc21	0.49	-10.0	3.67
34	Cc1ccc(-n2c(=O)c3ccccc3n(CC(=O)C(C)(C)C)c2=O)cc1	·	2.7	·
35	CC(=O)c1c(N2CCOCC2)nc(=S)n(-c2ccc([N+](=O)[O-])cc2)c1C	0.97	-21.7	1.49
36	Cc1nc(NS(=O)(=O)c2ccccc2)sc1NC(=O)OCCN(C)C	1.76	14.3	1.63
37	CC(=O)N(Cc1cccs1)Cc1cc2cc(C)c(C)cc2nc1Cl	·	-85.7	·
38	CCCCNC(=O)c1cc2c(=O)n3cccc(C)c3nc2n(CCN2CCOCC2)c1=N	1.5	-15.6	1.65
39	CCOC(=O)N1CCN(C(=O)Cn2nc(-c3ccc(Cl)cc3)ccc2=O)CC1	0.83	46.7	0.63
40	COc1cc2c(cc1OC)C1=C(C#N)CC/C(=N\S(=O)(=O)c3cccc(Cl)c3)N1CC2	-1.65	-86.8	-1.46
41	Cc1nn(CC2CCCCC2)c(N)c1-c1ccccc1	0.27	30.8	-0.35
42	CCCOc1cccc(C(=O)Nc2cccnc2)c1	-0.07	·	-0.53
43	CN1CCN(C(=O)c2ccccc2-c2nc(-c3ccccc3)no2)CC1	-0.18	·	-0.79
44	CC1CCC2C(=O)N(c3ccc(C(=O)Oc4cccc5cccnc45)cc3)C(=O)C2C1 (configuration not stated)	1.31	·	1.74
45	CCOc1ccc(C(=O)O)cc1OC	0.55	-6.1	-0.23
46	CN1CCN(C2=Cc3cc(Cl)ccc3Sc3cc(F)ccc32)CC1	-2.13	-9.5	-2.07
47	O=C(CNC(=S)N(Cc1ccccc1F)C1CCCCC1)NCCCN1CCOCC1	·	0.0	·
48	O=C(/C=C/c1cccs1)N1CCc2ccccc21	-0.03	16.7	0.2
49	CC(=O)Nc1ccc2c(c1)NC(=O)CC2	·	-52.4	·
50	C=CCn1c(=N)n(CC(=O)O)c2ccccc21	0.5	·	0.43
51	Clc1ccc(CN2CCCCCCC2)cc1	0.06	·	-0.38
52	O=C(CN(Cc1cccs1)C(=O)CNS(=O)(=O)c1ccc(Cl)cc1)NCc1ccco1	0.35	-64.3	0.19
53	Cc1ccc(S(=O)(=O)N(C)c2ccc(C(=O)N3CCC(C(N)=O)CC3)cc2)cc1	0.31	-41.0	0.39
54	O=C1CC(Nc2ccc(N3CCOCC3)cc2)C(=O)N1c1ccccc1F (configuration not stated)	0.31	·	-0.38
55	COc1cccc(NC(=O)Cn2cc(C#N)c3ccccc32)c1	-0.45	-4.8	-0.7
56	COc1ccc2nc(-c3cccc(N)c3)[nH]c2c1	1.05	?	0.75

# Another view of two compounds above.
20	CCOC(=O)c1ccccc1NC(=O)c1ccc(F)cc1
34	Cc1ccc(-n2c(=O)c3ccccc3n(CC(=O)C(C)(C)C)c2=O)cc1

assay / compound	20	34
sdo1 growth	0.06	·
Insulin prom inh	8.1	2.7
sdo1 growth Rescue 24 h	0.13	·

# Other results follow:
cpd	SMILES	sdo1 growth	Insulin prom inh	sdo1 growth Rescue 24 h
57	COCCNc1nnc(SCC(=O)Nc2cc(-c3ccccc3)nn2-c2ccccc2)s1	0.41	-13.3	-0.09
58	O=C(NC1CCCC1)C1CC(=O)N(C2CCCCCCC2)C1 (configuration not stated)	1.14	-18.8	0.5
59	Oc1ccc(C2Nc3cccc4cccc(c34)N2)c(O)c1	-1.01	5.6	-0.94
60	COCCN1CCN(Cc2cn[nH]c2-c2cc3ccccc3o2)CC1	·	15.0	·
61	Cc1ccnc(NS(=O)(=O)c2ccc(NC(=O)CCS(=O)(=O)c3ccccc3)cc2)n1	·	-33.3	·
62	N#CCCn1cnc2ccccc21	0.43	25.9	0.11
63	Cc1cccc(Cn2c(SCCN3CCOCC3)nc3c2c(=O)n(C)c(=O)n3C)c1	-0.48	42.9	-0.9
64	O=C(CN1C(=O)c2cccc3cccc1c23)N1CCN(c2ccccc2)CC1	-0.7	42.9	-0.34
65	COc1cc(CN2CCC(C(=O)NC3CCCC3)CC2)cc(Br)c1O	-0.22	·	-1.01
66	Cc1ccc(CCC(=O)Nc2ncc(Cc3cc(Cl)ccc3Cl)s2)o1	-1.15	-168.8	-0.2
67	O=C(Oc1ccc2ccccc2c1Cl)N1CCCCCC1	-0.27	·	-0.21
68	COc1ccc(C(C(=O)NC2CCCC2)N(CCN(C)C)C(=O)c2snc(C(N)=O)c2N)cc1 (configuration not stated)	0.92	·	-0.29
69	[O-]c1n[n+](-c2ccc(Cl)cc2Cl)cc2ccccc12	·	-69.2	·
70	COc1nc(N/N=C/c2ccccc2F)nc(N2CCCCC2)n1	0.13	41.7	0.39
71	Cc1sc(NC(=O)CN(Cc2ccc(F)cc2)C(=O)C(C)C)c(C(N)=O)c1C	0.38	-30.0	-0.29
72	O=C(Nc1c(Cl)cccc1Cl)c1ccc(-c2ccccc2)cc1	-0.92	·	1.24
73	CCOC(=O)C(C)Oc1cccc2c(=O)n(CC(=O)N3CCCc4ccccc43)ccc12 (configuration not stated)	-0.37	·	0.16
74	CC(C)(C)n1nnnc1C(c1cccs1)N1CCN(C(=O)c2ccco2)CC1 (configuration not stated)	0.13	-13.2	-0.59
75	O=C(CSc1nnc(Cc2cc(=O)[nH]c(=O)[nH]2)n1-c1ccccc1)N1CCCc2ccccc21	-1.12	·	-0.58
76	CCCCS(=O)(=O)NC1=NCN(CCO)CN1	0.1	·	-0.6
77	O=C(Nc1ccncc1)c1ccc(F)cc1	0.77	21.4	-0.26
78	Cc1cccc(NC(=S)N=Nc2c(O)n(C)c3ccc(S(=O)(=O)N4CCOCC4)cc23)c1	-1.28	-300.0	-0.62
79	COc1ccc(OC)c([C@@H]2OCCC=C[C@H]2C)c1	-0.01	19.1	-0.06
80	COc1ccc(NC(=O)c2ccccc2NC(=O)CSc2ccccc2)cc1	-1.09	·	-0.3
81	CCOc1ccc(N/N=C(/C#N)C(N)=O)cc1	-1.43	30.0	-0.37
82	CC1=C(C)/C(=N\OS(=O)(=O)c2ccc(C)cc2)C=CC1=O	-1.6	-46.7	-0.74
83	Cc1nnc(NC(=O)CSc2nc3ccccc3[nH]2)s1	·	-100.0	·
84	CCOC(=O)c1cc2sc(C)cc2n1C(C)C(=O)OCC (configuration not stated)	0.05	25.7	0.03
85	CCOc1ccccc1NC(=O)CSc1nnc2ccc(-c3ccncc3)nn12	·	55.6	·
86	O=C(CCSCc1ccc(Cl)cc1)NCc1cccnc1	·	-33.3	·
87	Cc1cccc(C(=O)NC(=S)N2CCN(C)CC2)c1	0.11	-24.4	-0.4
88	Cc1nn(CC(=O)O)c2ccccc12	1.6	·	1.6
89	CCOCC(=O)Nc1nc(C)cc(C)n1	1.3	50.0	0.14
90	Cc1ccc(OCC(=O)n2nc(C)cc2C)c(C)c1	-0.45	-22.9	-0.76
91	O=C(c1ccc(Cl)c(S(=O)(=O)N2CCCCCC2)c1)N1CCN(c2ccccn2)CC1	0.49	32.4	0.24
92	CCOc1ccc(NC2C=CS(=O)(=O)C2)cc1 (configuration not stated)	0.84	26.7	0.7
93	COc1ccc(C=NCCC2(O)CC(C)N(C)CC2C)cc1 (configuration not stated)	0.46	15.4	0.37
94	COc1cccc(/C=C/C(=O)OCC(=O)c2cc(C)n(CC3CCCO3)c2C)c1OC (configuration not stated)	-0.62	·	-0.9
95	O=C(CN1CCN(c2ccc(O)cc2)CC1)NC(c1ccccc1)c1ccccc1	-1.25	35.7	0
96	Cc1ccn2c(c1)nc(=S)n2C(=O)c1ccccc1	0.06	-14.3	-0.93

# The list goes on, starting with the last 2 of the part before.
cpd	SMILES	sdo1 growth	Insulin prom inh	sdo1 growth Rescue 24 h
95	O=C(CN1CCN(c2ccc(O)cc2)CC1)NC(c1ccccc1)c1ccccc1	-1.25	35.7	0
96	Cc1ccn2c(c1)nc(=S)n2C(=O)c1ccccc1	0.06	-14.3	-0.93
97	CC(=O)c1cccc(NC(=O)/C=C/c2ccc([N+](=O)[O-])s2)c1	·	i	·
98	CCn1c(CNC(=O)c2ccccc2F)nnc1SCCOc1ccccc1	·	-17.6	·
99	Cc1cc2ncn(C(=O)N3CCC(C)CC3)c2cc1C	-0.71	45.0	-0.31
100	N#Cc1cc(Sc2ccccn2)c(Sc2ccccn2)cc1C#N	-0.04	-25.0	1.12
101	CC(C)(C)NC(=O)NC(=O)CSc1nnc2ccccn12	-0.27	52.9	-0.29
102	CCN1CCN(c2nc(N)c([N+](=O)[O-])c(Nc3ccc(C)c(C)c3)n2)CC1	0.08	8.3	0.48
103	CSC1=NCCN1C(=O)c1c(-c2ccccc2Cl)noc1C	-0.4	·	-1.03
104	O=C(CSc1nnc(-c2ccncc2)n1Cc1ccco1)c1ccc(Cl)cc1	-0.15	51.7	0.53
105	COCCNC(=O)Cn1cc2c(n1)CCC(C)C2 (configuration not stated)	-1.99	·	-1.6
106	COc1ccc(Br)cc1CNC(=O)C1CCN(S(=O)(=O)N2CCCCC2)CC1	-0.33	-169.2	-0.67
107	Cn1c(-c2ccc(F)cc2)cnc1SCC(=O)N1CCCCC1	0.53	·	0.47
108	COC(=O)c1cc(Br)c(N)cc1OC	·	25.0	·
109	COc1ccc(NC(=O)c2ccco2)c([N+](=O)[O-])c1	0.6	·	0.29
110	Cc1ccc(S(=O)(=O)/N=C2/C=C(C3C(=O)CC(C)(C)CC3=O)C(=O)c3ccccc32)cc1	-0.09	16.7	-0.47
111	CCCCN(C)c1nc(-c2ccco2)c2c(c1C#N)CC(C)(C)OC2	0.12	·	-0.04
